# HTRA1 inhibitor – blocks human HTRA1 serine peptidase; inhibition, % at 5.96 µM; recombinant HTRA1, FP-rhodamine activity-based probe, fluorescence polarization; Q92743; AID 504803; hit rate 0.5% among 340,000; in the data active = inhibition above about 36%;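 note: 0% = enzyme with DMSO and 100% = wells lacking enzyme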
# Target sequence (Q92743 whole entry, looked up): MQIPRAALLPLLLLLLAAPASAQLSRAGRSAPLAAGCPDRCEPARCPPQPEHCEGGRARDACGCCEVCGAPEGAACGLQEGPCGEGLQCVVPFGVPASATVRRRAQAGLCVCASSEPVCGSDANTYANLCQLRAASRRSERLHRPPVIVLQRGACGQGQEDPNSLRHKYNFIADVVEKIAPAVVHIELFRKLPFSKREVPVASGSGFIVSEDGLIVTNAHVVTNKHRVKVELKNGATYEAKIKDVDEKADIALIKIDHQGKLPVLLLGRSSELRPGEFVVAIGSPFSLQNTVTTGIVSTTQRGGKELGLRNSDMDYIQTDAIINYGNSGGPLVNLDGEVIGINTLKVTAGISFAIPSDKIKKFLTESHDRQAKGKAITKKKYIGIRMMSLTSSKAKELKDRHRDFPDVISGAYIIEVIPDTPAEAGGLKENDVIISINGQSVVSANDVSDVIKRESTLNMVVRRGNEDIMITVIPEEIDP
# rCAG binder – r(CAG) repeat RNA binding; TO-PRO-1 dye displacement fluorescence; inhibition, % at 3 µM; hit rate 1.3% among 370,000;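 active = inhibition above the plate cutoff, the mean of all test compounds on that plate plus 3 SD, cut at about 35% in these data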;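 note: 0% = DMSO alone and 100% = 100 µM mitoxantrone as full dye displacement; higher means more dye released from RNA so lower well fluorescence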
# UHRF1 MBD2 ctr – blocks human UHRF1 binding to methylated DNA; UHRF1 binding to methylated oligo, TR-FRET; hit rate 0.75% among 370,000; inhibition, % at 4.4 µM; AID 687016; in the data active = inhibition above about 21%;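 note: UHRF1 SRA domain binding a hemimethylated CpG hairpin DNA probe; 0% = median of test compound wells and 100% = reference inhibitor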
# ABHD4 inh – inhibits mouse alpha/beta hydrolase domain 4. Q8VD66. purified mABHD4, FP-Rh probe fluorescence polarization. inhibition, % at 8.92 µM. hit rate 0.54% among 370,000;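 active = inhibition exceeding the mean over every tested compound plus 3 SD, cut at about 30% in these data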;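 note: 0% = plate median of compound wells and 100% = S159A mutant with DMSO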
#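 Test system: mABHD4 protein; Read-out basis: % inhibition; Incubation: 45 min + 60 min at 25 °C; Repeats: single replicate; Technique: fluorescence polarization with parallel and perpendicular emission, 525/598 nm; Compound: 8.92 µM, single dose; Benchmarks: full inhibition S159A mutant plus DMSO, zero as sample-well median.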
# TCR-CD3 inh – human TCR-CD3 binding inhibition. TAMRA-labeled TCR probe fluorescence, biochemical. inhibition, % at 9.4 µM. hit rate 0.37% among 360,000; in the data active = inhibition above about 19%;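 note: recombinant mutant TCR 2C K166C tagged with TAMRA read by polarization; 0% = receptor in buffer alone and 100% = receptor with positive control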
# PG9 binder – PG9 antibody binding by small molecule. hit rate 0.43% among 360,000. inhibition, % at 6.7 µM. TR-FRET gp120-PG9 antibody binding; in the data active = inhibition above about 8.5%
# PRMT1 FP inh – inhibitors of human PRMT1; Q99873; hit rate 1.3% among 370,000; recombinant PRMT1, activity-based probe fluorescence polarization; inhibition, % at 2.79 µM;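 active = inhibition above about 21% made by adding two undisclosed values, limit read from the data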
# NR1D1 modulator – modulators of human Rev-erb alpha DNA binding | P20393 | hit rate 0.79% among 370,000 | AID 1259318 | Rev-erbα–FITC-DNA binding, fluorescence polarization, 90 min | activity, % at 10 µM;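 active = activity above about 14%, limit read from the data; passing the limit was not always enough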;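 note: 0% = DMSO wells with 35 nM protein and 100% = DMSO wells with 750 nM protein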
# LEDGF integ inh – blocks HIV-1 LEDGF/p75-dependent DNA integration; AID 743269; TR-FRET IN-LEDGF/p75 DNA integration, Eu/Cy5; hit rate 0.64% among 370,000; inhibition, % at 3.7 µM;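 active = inhibition above the screen-wide mean plus 3 SD, cut at about 13% in these data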;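 note: signal is the Cy5 over europium emission ratio at 671 and 618 nm; 0% = plate median of compound wells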
# MBD2 inh – blocks human MBD2 binding to methylated DNA. hit rate 0.31% among 370,000. inhibition, % at 4.4 µM. Q9UBB5. AID 686964. TR-FRET, MBD2 binding to methylated oligonucleotide; in the data active = inhibition above about 13%
# Target sequence (Q9UBB5 whole entry, looked up): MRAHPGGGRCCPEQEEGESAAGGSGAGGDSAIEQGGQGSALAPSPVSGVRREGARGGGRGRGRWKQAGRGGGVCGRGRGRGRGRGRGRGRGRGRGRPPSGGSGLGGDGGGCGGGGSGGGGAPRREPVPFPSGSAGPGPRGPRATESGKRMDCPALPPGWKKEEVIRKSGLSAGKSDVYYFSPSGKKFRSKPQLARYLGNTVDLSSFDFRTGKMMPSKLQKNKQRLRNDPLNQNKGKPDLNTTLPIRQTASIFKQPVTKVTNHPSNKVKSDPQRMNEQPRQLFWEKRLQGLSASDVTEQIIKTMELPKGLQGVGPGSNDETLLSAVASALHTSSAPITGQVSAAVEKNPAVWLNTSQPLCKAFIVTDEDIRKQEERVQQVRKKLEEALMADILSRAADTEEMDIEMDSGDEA
# * = called active by the depositor; · = not tested or not shown. Not all compounds are listed; count on the stated rates, not on these rows.
nr	Molecule	HTRA1 inhibitor	rCAG binder	UHRF1 MBD2 ctr	ABHD4 inh	TCR-CD3 inh
1	CC(C)(C)c1ccc(C2=CSC3=NCCN23)cc1	6	2	-3	4	2
2	COc1cc(N2CCOCC2)ncn1	4	0	0	-9	3
3	COC(=O)[C@]12CCCCC=C1N(CCC1=CCCCC1)C(=O)[C@H](CC(=O)N1CCOCC1)C2	·	1	0	5	0
4	O=C(OCC#CCSc1nnc(-c2cc3ccccc3cc2O)o1)c1ccc(F)cc1	·	·	2	-6	·
5	O=C(CCCn1c(=S)[nH]c2ccsc2c1=O)NC1CCCCC1	0	-1	0	1	5
6	COC(=O)/C=C/c1ccc2c(c1)OCO2	1	1	19	-1	5
7	CC(CN1CCN(C)CC1)OC(=O)c1ccc(Cl)cc1 (stereo unspecified)	3	-7	2	5	-4
8	Cc1ccc2nc(CCCc3nc4ccc(C)cc4[nH]3)[nH]c2c1	-8	-4	-3	2	-1
9	O=C(NCC1CC1)[C@]1(C(F)(F)F)C[C@H](CCC2CCCCC2)CCCO1	-6	-3	-2	-3	4
10	C/C(Cl)=C/Cn1c(SCC(C)C)nc2c1c(=O)[nH]c(=O)n2C	1	3	3	4	12
11	COc1ccnc(NCc2cccc(C(F)(F)F)c2)c1C#N	-4	-4	-3	0	-1
12	O=C(NNC(=O)c1ccc(Cl)cc1Cl)c1csc(-c2cccnc2)n1	7	3	0	4	1

nr	PG9 binder	PRMT1 FP inh	NR1D1 modulator	LEDGF integ inh	MBD2 inh
1	0.1	3	0	1	0
2	2.0	0	1	-1	-1
3	0.1	-1	-1	0	0
4	·	-4	-6	2	-3
5	1.3	-2	-3	1	-4
6	-2.6	1	4	-2	5
7	-0.3	0	2	-2	0
8	0.0	-1	-3	-2	-7
9	0.5	-2	0	2	-4
10	-0.6	-1	-2	-5	-2
11	5.3	-4	5	3	-5
12	-1.6	-1	-2	1	-2

# Continuation.
nr	Molecule	HTRA1 inhibitor	rCAG binder	UHRF1 MBD2 ctr	ABHD4 inh	TCR-CD3 inh
13	Cc1cc(OCC(=O)Nc2nccs2)c2c(C)cc(=O)oc2c1	-2	1	-2	1	6
14	CC(=O)N1CCN(C(=O)c2cc3c(s2)CCCC3)CC1	4	3	2	-5	-3
15	O=C(Nc1ccccc1Cl)c1ccc2nc(N3CCOCC3)sc2c1	-7	0	1	3	0
16	Cc1cccc(C2=NN(c3ccccc3)[C@@H](C(=O)N3CCOC3=O)[C@@H]2c2ccc([N+](=O)[O-])cc2)c1	7	12	1	2	-2
17	Cc1c(/C=N/Nc2ccc([N+](=O)[O-])cn2)c2ccccc2n1Cc1ccccc1	2	0	1	6	-5
18	CCOC(=O)C(NCCCCl)c1ccccc1 (stereo unspecified)	-6	-3	5	-4	5
19	Cc1c(C(=O)NCc2ccc(C#N)cc2)sc(=O)n1Cc1ccc(C(=O)N(C)C)cc1	·	-1	0	0	-5
20	CCC(C)Nc1nc(N)c([N+](=O)[O-])c(Nc2ccccc2OC)n1 (stereo unspecified)	-63	12	1	-11	-4
21	COCc1cc(C)nc(Nc2ccc(C)c(C)c2)c1C#N	-3	2	3	-9	7
22	CNc1oc(-c2ccccc2Cl)nc1C#N	-7	1	7	-6	-5
23	Cc1nnc(N/N=C/c2cccc(C(F)(F)F)c2)n1N	4	2	13	1	2
24	COCCNC(=S)N(C)[C@H]1C[C@H]2c3cc(N4CCN(C)CC4)ccc3CCN2C(=O)[C@H]1[C@H](C)O	-1	-2	1	-4	-3

nr	PG9 binder	PRMT1 FP inh	NR1D1 modulator	LEDGF integ inh	MBD2 inh
13	-1.3	-3	7	0	-5
14	0.4	-1	-5	2	-1
15	5.3	0	-2	3	-2
16	-3.7	2	5	0	3
17	0.1	7	-21	-1	1
18	-1.5	2	-2	3	0
19	-2.0	4	3	-1	4
20	-2.9	-1	1	3	2
21	31*	-2	25*	4	1
22	-1.5	0	1	1	6
23	-2.1	2	2	57*	2
24	-1.1	1	1	-1	1

# More records follow:
nr	Molecule	HTRA1 inhibitor	rCAG binder	UHRF1 MBD2 ctr	ABHD4 inh	TCR-CD3 inh
25	CCCCNS(=O)(=O)c1ccc(OC)c(Cl)c1Cl	-8	0	-3	-5	1
26	Cc1cc(C)n2nc(SCC(=O)Nc3ccccc3)nc2n1	3	0	0	2	2
27	CCNc1nc(N2CCCC2)nc(N2CCCC2)n1	-2	-7	1	0	2
28	CCN1C(=O)C(F)(CC)C(=O)c2ccccc21 (stereo unspecified)	6	0	1	8	0
29	Cn1nc(CC(=O)NC2CCCCCCCCCCC2)c2ccccc2c1=O	3	-4	-4	4	4
30	COc1cccc(C(=O)N[C@@H](Cc2cccnc2)C(=O)N2CCC[C@H]2C(=O)NCCc2ccccc2Cl)c1	·	0	0	-1	9
31	Cc1cccc(Cn2c(SCCO)nc3c2c(=O)n(C)c(=O)n3C)c1	0	-4	2	4	-2
32	COc1ccc(C2CC(c3ccc(OC)cc3)n3nc(NC(=O)c4ccco4)nc3N2)cc1 (stereo unspecified)	-9	-4	-3	0	6
33	CCN(CC)S(=O)(=O)c1ccc(Cl)c(C(=O)Oc2cccnc2)c1	5	-1	-1	3	5
34	O=C1NC(=O)C(CC(=O)N(Cc2ccco2)C2(C(=O)NC3CCCCC3)CCCCC2)N1 (stereo unspecified)	1	-4	1	-4	4
35	O=C(C1CC1)N1CCN=C1SCc1ccc(Cl)cc1	-3	-2	-2	2	3
36	O=C(NCC(c1cccnc1)N1CCN(c2ccc(F)cc2)CC1)c1ccc2c(c1)OCO2 (stereo unspecified)	-2	3	0	5	-2

nr	PG9 binder	PRMT1 FP inh	NR1D1 modulator	LEDGF integ inh	MBD2 inh
25	-0.6	-3	4	3	-2
26	0.9	1	-1	-1	-2
27	1.8	1	2	-1	-5
28	-1.1	-3	-3	-2	-5
29	0.1	-3	-5	0	-3
30	-1.0	-4	-3	3	-4
31	-1.6	3	-2	3	1
32	-3.6	-1	-3	-1	1
33	-0.8	0	-6	-3	-1
34	-2.9	-1	6	1	-2
35	0.4	-1	-5	0	3
36	-2.5	3	5	3	2

# The list continues:
nr	Molecule	HTRA1 inhibitor	rCAG binder	UHRF1 MBD2 ctr	ABHD4 inh	TCR-CD3 inh
37	CCCCn1cnc2c(oc3ccccc32)c1=O	4	0	4	-7	0
38	CC(C)(C)C1CCC(C(=O)NNC(=O)c2ccncc2)CC1 (stereo unspecified)	12	3	1	3	6
39	CC(C)OCCCNC(=O)CCN1C(=O)COc2ccccc21	5	-5	3	3	-7
40	CCOc1ccc(NC(=O)c2ccc3snnc3c2)cc1	-9	-1	0	1	-8
41	CCN(C(=O)CSc1nc2ccccc2c(=O)n1Cc1ccc(C)cc1)C1CCS(=O)(=O)C1 (stereo unspecified)	-4	-6	2	3	-4
42	COc1ccc(OC)c(-n2c(-c3cccc(S(=O)(=O)N(C)C)c3)n[nH]c2=S)c1	7	9	-2	3	9
43	Cn1ncc2c(NCc3ccccc3)ncnc21	3	-1	-2	8	-1
44	FC(F)(F)c1cnc2c(c1)Nc1ccccc1S2	5	2	0	2	7
45	O=C(c1cccs1)N(c1ccc(Cl)cc1)C1C=CS(=O)(=O)C1 (stereo unspecified)	-1	1	-3	3	-4
46	CC(O)c1cccc(NC(=O)CCCc2ccccc2)c1 (stereo unspecified)	9	-5	2	-3	2
47	Cc1ccc(N/N=C2\CS(=O)(=O)N(C)c3ccsc32)cc1	27	2	6	25	1
48	CCOc1ccccc1CNC(=O)CCc1cn(CC)c2ccccc12	-1	-8	0	-3	5

nr	PG9 binder	PRMT1 FP inh	NR1D1 modulator	LEDGF integ inh	MBD2 inh
37	-0.8	7	3	6	3
38	-0.4	-1	-10	-5	0
39	-0.2	-1	2	-2	3
40	-0.7	1	-3	-1	3
41	0.7	2	1	2	0
42	-0.6	-2	-3	0	0
43	1.3	-2	2	4	-6
44	1.0	-1	1	-1	1
45	-0.1	-5	-5	1	-1
46	-0.7	-1	4	6	1
47	-1.0	20	-3	3	-2
48	-0.9	-2	-2	4	0

# (further entries)
nr	Molecule	HTRA1 inhibitor	rCAG binder	UHRF1 MBD2 ctr	ABHD4 inh	TCR-CD3 inh
49	COc1cccc(NC(=O)CN(C)C(=O)c2csc3c2CCCC3)c1	-4	2	0	-3	1
50	COC(=O)c1ccc(COc2ccc(-c3nn[nH]n3)cc2)cc1	0	11	2	-10	2
51	COC(=O)c1ccccc1Oc1ccc(NC(=O)c2ccco2)cc1	-9	-3	4	-6	2
52	CCCC(C)C(=O)NCc1ccc2c(c1)OCO2 (stereo unspecified)	11	0	-1	2	-5
53	Cn1c(CCC(=O)O)nc2cc(S(=O)(=O)N3CCCCC3)ccc21	-5	1	2	1	1
54	COc1ccccc1NC(=O)c1ccccc1-c1nc(-c2ccccc2OC)no1	-16	-2	-2	0	9
55	Cc1ccc(NC(=O)COC(=O)COc2cccc3c2OC(C)(C)C3)cc1S(=O)(=O)N1CCOCC1	-4	-4	-1	-2	6
56	CN(C)CCNC(=O)c1[nH]nc2c1CCc1ccccc1-2	4	0	5	-2	-1
57	O=C(NCC1CCCO1)c1ccc(NS(=O)(=O)c2cccs2)cc1 (stereo unspecified)	-6	8	19	8	-2
58	CC(=O)C1=C(O)C(=O)N(c2ccc(O)cc2)C1c1ccccc1[N+](=O)[O-] (stereo unspecified)	3	-1	0	8	-7

nr	PG9 binder	PRMT1 FP inh	NR1D1 modulator	LEDGF integ inh	MBD2 inh
49	-1.6	0	6	2	3
50	0.1	-1	2	1	0
51	-0.8	3	7	0	0
52	-1.9	-1	0	-1	0
53	-2.1	3	5	2	4
54	-2.7	1	7	4	0
55	-1.3	2	-5	2	-1
56	-0.2	-2	2	0	3
57	-0.4	9	-8	-7	12
58	-1.3	1	-2	-2	-1

# From PubChem
